APOBEC3A inh: APOBEC3A ssDNA deaminase inhibitors, primary screen, selectivity assay for APOBEC3G inhibitor project, biochemical, FAM/TAMRA oligo cleavage fluorescence | actives 0.41% (n = 330,000) | recombinant A3A, FAM/TAMRA ssDNA deamination fluorescence | inhibition, % at 20 µM;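 active means at least 40% inhibition at 20 µM here, with at most 30% in a related deaminase screen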;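 further: plate controls were A3A with DMSO for no effect and wells lacking A3A enzyme for full effect; some results filed as inactive read as strong as hits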
Target sequence (P31941 whole entry, looked up): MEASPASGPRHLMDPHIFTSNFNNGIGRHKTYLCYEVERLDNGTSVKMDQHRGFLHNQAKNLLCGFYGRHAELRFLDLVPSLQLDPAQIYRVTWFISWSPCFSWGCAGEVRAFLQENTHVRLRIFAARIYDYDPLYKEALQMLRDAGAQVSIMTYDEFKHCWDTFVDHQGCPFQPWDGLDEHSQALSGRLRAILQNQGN
mIAP activ: activators of mouse IAP, primary screen, biochemical, luminescence, uHTS | intestinal alkaline phosphatase [Mus musculus] | activation factor at 10 µM | muIAP, CDP-Star luminescence, 30 min; stronger effect = higher value; 1 = vehicle-only enzyme signal, 0 = enzyme-free wells | actives 0.24% (n = 330,000) | AID 2805, 2010;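 active means activation factor of at least 2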; further: the source names both 10 and 20 µM as test concentration; values of inactives mirror those of a sister screen read the other way
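Assay system: mouse IAP enzyme; Reagent: CDP-Star chemiluminescent phosphatase substrate; Compound: DMSO-dissolved test compounds; Incubation: 30 min, room temperature; Technique: luminescence from enzymatic CDP-Star hydrolysis; Controls: DMSO-only wells and no-enzyme negative control.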
hIAP act: human IAP activators, primary screen, biochemical, luminescence, uHTS. Intestinal-type alkaline phosphatase (Homo sapiens), P09923. purified human IAP, CDP-Star luminescence, 30 min; stronger effect = higher value; 1 = vehicle-only enzyme, 0 = enzyme-free background. activation factor at 10 µM. actives 0.16% (n = 330,000). AID 2524, 2010;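 active means activation factor of the enzyme at least 2-fold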; further: the source names both 10 and 20 µM as test concentration; values of inactives mirror those of a sister screen read the other way
Target sequence (P09923 whole entry, looked up): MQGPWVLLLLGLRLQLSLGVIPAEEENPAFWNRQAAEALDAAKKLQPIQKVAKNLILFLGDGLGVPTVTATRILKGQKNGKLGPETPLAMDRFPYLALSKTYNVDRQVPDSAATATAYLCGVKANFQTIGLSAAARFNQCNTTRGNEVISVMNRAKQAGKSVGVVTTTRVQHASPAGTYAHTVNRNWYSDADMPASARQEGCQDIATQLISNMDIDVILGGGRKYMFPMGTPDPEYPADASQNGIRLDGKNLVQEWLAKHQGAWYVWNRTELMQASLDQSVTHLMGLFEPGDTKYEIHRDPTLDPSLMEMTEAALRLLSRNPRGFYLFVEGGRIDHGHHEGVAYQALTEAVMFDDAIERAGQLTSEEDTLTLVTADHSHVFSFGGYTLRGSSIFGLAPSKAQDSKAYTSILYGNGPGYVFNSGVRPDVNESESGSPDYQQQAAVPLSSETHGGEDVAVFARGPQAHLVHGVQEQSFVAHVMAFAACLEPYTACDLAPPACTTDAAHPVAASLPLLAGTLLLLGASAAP
hIAP inh: human IAP inhibitors, primary screen, biochemical, luminescence, uHTS | actives 0.12% (n = 330,000) | inhibition, % at 10 µM | Intestinal-type alkaline phosphatase (Homo sapiens), P09923 | AID 2544, 2010 | purified IAP, CDP-Star luminescence, 30 min;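 active means inhibition reaching a set limit with compound at 10 µM in the primary screen, cut at about 35% in these data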;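 further: plate controls were DMSO wells with enzyme for no effect and no-enzyme buffer wells for full effect; values of inactives mirror those of a sister screen read the other way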
MIN6 prolif: inducers of MIN6 beta-cell proliferation, primary screen, ATP luminescence, uHTS; MIN6 cells proliferation, ATPlite luminescence, 48 h; cells starved in 0.2% serum; 100% = growth in 10% serum; proliferation, % at 10 µM; actives 0.29% (n = 330,000); AID 2380, 2010;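 active means compounds whose signal lies at least 3.5 SD above the mean of all wells on their plate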;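 further: 0% = DMSO-treated cells in low-serum medium and 100% = 10% serum control; some compounds called inactive have numbers as strong as hits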
mIAP block: inhibitors of mouse IAP, primary screen, biochemical, luminescence, uHTS; intestinal alkaline phosphatase [Mus musculus]; purified mouse IAP, CDP-Star luminescence, 30 min; inhibition, % at 10 µM; actives 0.2% (n = 330,000); AID 2806, 2010;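 active means inhibition of at least 40% at 10 µM in the primary screen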;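 further: plate controls were DMSO with enzyme for no effect and no enzyme wells for full effect; values of inactives mirror those of a sister screen read the other way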
SENP1 inh: human SENP1 catalytic domain inhibitors, primary screen, biochemical, FRET, uHTS; recombinant SENP1 catalytic domain, CyPet-SUMO1-YPet FRET cleavage; inhibition, % at 10 µM; AID 624204, 2012; actives 0.21% (n = 360,000); Sentrin-specific protease 1 (Homo sapiens), Q9P0U3;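 active means inhibition at least 30% at 10 µM, raw YFP signal under a set limit, fluorescence ratio 0.5 to 1.5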;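 further: 0% = enzyme with DMSO and 100% = no enzyme wells; some results filed as inactive read as strong as hits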
Target sequence (Q9P0U3 419-644 limits assumed): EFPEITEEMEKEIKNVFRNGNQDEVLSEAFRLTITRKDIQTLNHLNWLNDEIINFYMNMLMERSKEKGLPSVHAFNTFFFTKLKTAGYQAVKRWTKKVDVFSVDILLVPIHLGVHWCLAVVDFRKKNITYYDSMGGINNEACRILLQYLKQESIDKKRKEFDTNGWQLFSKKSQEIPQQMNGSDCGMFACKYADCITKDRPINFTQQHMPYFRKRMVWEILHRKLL
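Compound: 10 µM single point, 0.5% DMSO; Test system: hSENP1 catalytic domain, recombinant; Timing: 50 min reaction at room temperature; Technique: FRET, CFP and YFP emission; Control set: no-enzyme wells low, DMSO-plus-enzyme wells high control.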
NALP3 yeast inh: NALP3 inflammasome inhibitors in reconstituted yeast, primary screen, luminescence, uHTS. Yeast reconstituted NLRP3/ASC/caspase-1, beta-gal luminescence, 24 h. inhibition, % at 10 µM. actives 0.39% (n = 330,000). AID 2825, 2010;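 active means inhibition of 50% or more; inactive means inhibition below 50%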;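 further: plate controls were induced DMSO wells for no effect and uninduced yeast grown without galactose for full effect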
APOBEC3G inh: APOBEC3G DNA deaminase inhibitors, primary screen, biochemical, fluorescence, single-stranded DNA substrate, uHTS | DNA dC->dU-editing enzyme APOBEC-3G (Homo sapiens), Q9HC16 | recombinant A3G, ssDNA deamination FAM/TAMRA fluorescence | inhibition, % at 20 µM | actives 0.28% (n = 330,000);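 active means inhibition of at least 40% at 20 µM, with no more than 30% in the related APOBEC3A deaminase screen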;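 further: plate controls were DMSO wells with A3G for no effect and wells lacking A3G enzyme for full effect; some compounds called inactive have numbers as strong as hits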
Numbers without * were called inactive. These rows are one share of the data; count on the stated rates, not on these rows.

SMILES	APOBEC3A inh	mIAP activ	hIAP act	hIAP inh	MIN6 prolif	mIAP block	SENP1 inh	NALP3 yeast inh	APOBEC3G inh
NC(=O)[C@@H]1CCCNc2c(F)cc([N+](=O)[O-])cc2C(=O)N[C@@H](CCC(=O)O)C(=O)N[C@@H](CO)C(=O)N1	-8	1	0.89	12	-2	-3	1	5	-10
COc1ccc(CC2NCCC3=CC(=O)CCC32)cc1O (stereo not given)	4	1	0.99	1	1	-1	-83	-2	-9
Cc1nc2ccccn2c1C(=O)NNC(=S)Nc1ccccc1	-3	1.1	1.1	-8	2	-5	0	12	-5
Cc1cc(C(=O)CN2C(=O)NC(C)(c3ccccc3)C2=O)c(C)n1CC1CCCO1 (stereo not given)	0	0.97	0.94	6	-3	3	0	0	-8
O=C(CSc1nnc(CCCOc2ccc(Cl)cc2Cl)o1)Nc1ccc(C(=O)O)cc1	1	0.94	0.97	3	-3	6	1	13	-3
CCn1c(SCC(=O)c2cc(C)ccc2C)nc2cc(S(=O)(=O)N3CCOCC3)ccc21	-2	0.94	0.91	9	0	6	2	20	-6
CCCc1cc(=O)oc2cc(C)cc(OCC(=O)N3CCC(C(=O)O)CC3)c12	-4	1.1	0.97	3	0	-7	-2	7	-6
COc1ccc(NC(=O)C2CCCN2S(=O)(=O)c2ccc(Cl)cc2)cc1 (stereo not given)	1	1	0.8	20	2	-2	-1	15	-4
C=CCn1c(SCC(=O)Nc2ccc3c(c2)OCCO3)nc2cc(C(=O)O)ccc2c1=O	0	1.1	1	-4	-6	-14	1	14	5
Cc1sc(NC(=O)c2ccco2)c(C(c2ccncc2)N2CCOCC2)c1C (stereo not given)	2	0.89	0.97	2	0	11	0	11	0
CC(=O)c1ccc(N2C(=O)CC(N3CCN(S(=O)(=O)c4cc(C)ccc4C)CC3)C2=O)cc1 (stereo not given)	5	0.97	0.96	4	0	3	2	9	23
CN(C)c1ccc(P(=O)(OCc2ccccc2)C(O)c2cccnc2)cc1 (stereo not given)	-3	1	1.5	-53	-2	-2	1	-3	-6
COc1ccc(CNC(=O)c2csc(Cc3ccc(OC)cc3)n2)cc1	-4	1.1	0.86	14	-2	-8	3	25	-7
C=CCOC(=O)C1=C(C)Nc2ncnn2C1c1cccs1 (stereo not given)	5	0.99	0.81	19	0	1	-1	5	-2
CC(=O)Nc1ccc(NC(=O)c2ccc(NS(=O)(=O)c3cc(C(C)(C)C)ccc3C)cc2)cc1	-2	0.9	1.1	-11	0	10	3	9	-4
COc1ccc(OCC(O)Cn2c(Br)nc3c2c(=O)[nH]c(=O)n3C)cc1 (stereo not given)	-3	1	1.1	-12	2	-3	-10	-17	-4
COc1ccc(S(=O)(=O)Nc2ccc(S(=O)(=O)NCC3CCCO3)cc2)cc1 (stereo not given)	-2	0.96	1.1	-6	-1	4	0	14	-9
COc1ccc(NC(=O)C(NC(=O)CNC(C)=O)c2ccc(C)cc2)cc1 (stereo not given)	1	0.93	1	-2	1	7	1	15	1
CC(/C=N/Nc1ccc2nncn2n1)=C\c1ccccc1	2	1	0.96	4	-1	0	0	18	-5
CCc1noc(C)c1C(=O)N(CCCOC)c1c(N)n(Cc2ccccc2)c(=O)[nH]c1=O	10	1.1	1	-4	-4	-7	-44	13	2
COc1ccc(NC(=O)C2CC(=O)N(c3cccc(C)c3C)C2)cc1 (stereo not given)	-1	0.91	1.2	-21	-2	9	2	0	-3
CC(OC(=O)COc1ccc(C#N)cc1)C(=O)c1ccccc1 (stereo not given)	1	1	1.2	-23	-3	-2	1	16	-4
COC(=O)c1cc(NS(=O)(=O)c2cccs2)cc(NS(=O)(=O)c2cccs2)c1	9	0.98	1	-2	2	2	-1	10	-8
O=C(O)C1CCCN1c1nc(-c2ccc(Cl)c(Cl)c2)cc(C(F)(F)F)n1 (stereo not given)	0	0.95	0.95	5	-3	5	-2	-19	-3
COc1ccc(Cn2nnc(C(=O)Nc3ccc4c(c3)OCCO4)c2N)cc1Br	0	0.99	1.1	-14	-3	1	1	27	3
CCN1C(=O)[C@@H]2[C@@H](c3ccc(-c4ccc(F)cc4)c(OC)c3)N3CCCC[C@@]3(C(=O)OC)[C@@H]2C1=O	0	1	1.2	-15	-7	-5	-5	16	-8
CCCC(=O)n1nc(-c2ccco2)nc1N	-5	0.83	1	-2	3	17	3	3	-11
[O-][n+]1cccc(C(O)c2ccccc2)c1 (stereo not given)	-4	1.1	0.96	4	-1	-13	0	20	-1
O=[N+]([O-])c1ccc(S(=O)(=O)NCC(c2cccnc2)N2CCOCC2)cc1 (stereo not given)	-1	1	1.2	-15	-2	-2	-1	9	-4
CC(C)(C)NC(=O)C(c1ccc(F)cc1)N(Cc1ccco1)C(=O)CCC(=O)Nc1nccs1 (stereo not given)	2	1	0.96	4	-1	0	2	19	2
CCCC(=O)Nc1cccc(S(=O)(=O)N(C)c2ccccc2)c1	0	0.97	0.93	7	-3	3	2	-4	-3
C/C(=C\C(=O)c1ccc(Br)cc1)NCc1ccc(C)cc1	1	0.9	1.1	-6	-3	10	0	23	0
C=CCn1c(N)c(C(=O)NCC2CCCO2)c2nc3ccccc3nc21 (stereo not given)	-5	1.2	1	0	0	-22	-22	-6	-1
Cc1c(O)ccc2c(CC(=O)N[C@@H](Cc3ccc(O)cc3)C(=O)O)cc(=O)oc12	2	1.1	0.79	21	3	-6	-24	10	-2
O=C1/C(=C/c2ccc([N+](=O)[O-])cc2)C=C(c2ccccc2)N1c1ccccc1	4	0.85	0.92	8	-4	15	40*	9	9
COc1cc(NC(=O)c2cccs2)c(OC)cc1NC(=O)Cc1ccccc1	2	0.92	0.95	5	0	8	-4	16	0
CC1(C)c2[nH]c3ccccc3c2C[C@H]2C(=O)N(CCCO)CC(=O)N21	-5	0.96	0.96	4	-2	4	1	9	-4
O=C(Nc1cc(Cl)ccc1N1CCCC1)C1=COCCO1	9	0.95	0.9	10	2	5	-11	15	-8
Cc1ccc(C(=O)COC(=O)CCCC(=O)NC2CCCCC2)cc1[N+](=O)[O-]	1	0.99	0.91	9	0	0	0	5	-12
Cc1ccccc1Nc1nc(Cl)c(C=O)s1	1	0.96	0.98	2	1	4	-14	13	-1
COc1ccc(-n2c(Cc3cc(=O)[nH]c(=O)[nH]3)nnc2SCc2ccccc2)cc1	-1	0.95	0.85	15	-2	4	3	-3	-7
CC(C)(C)C(=O)O/N=C1/C(=O)N(c2ccccc2)c2ccccc21	-5	0.95	1.2	-16	-4	5	2	28	-5
COc1ccc(CNC(=O)CC(C)CC2=NS(=O)(=O)c3ccccc3N2)cc1 (stereo not given)	1	1.1	0.98	2	-2	-6	2	7	2
COc1ccc(CNC(=O)CSCc2cnn(-c3ccccc3)c2-n2cccc2)cc1	-5	1	1.1	-15	-2	-5	0	-8	-10
Cc1ccc(Cn2c(=N)c(C(=O)NCC3CCCO3)cc3c(=O)n4ccccc4nc32)cc1 (stereo not given)	-3	0.93	0.88	12	0	7	-28	6	-13
Cc1ccc(Cl)cc1NC(=O)CN1C(=O)COc2ccc(S(=O)(=O)N3CCOCC3)cc21	-5	1	1.2	-16	-1	0	4	3	-3
CC(C)(C)c1ccc(/C=N/N2C(=O)CSC2=S)cc1	-1	0.8	1.2	-20	-3	20	4	21	-4
Cc1ccc(C)n1NC(=O)c1ccccc1Cl	-2	0.98	1.1	-14	-1	2	2	18	-3
O=C(CCNC(=O)c1ccc(Br)cc1)NCc1ccco1	2	1	1	-1	-2	0	0	3	-3
O=C(Cn1cnc2cc([N+](=O)[O-])ccc2c1=O)NCc1ccccc1	-1	0.96	0.89	11	-1	4	-36	26	-8
Cc1nc([N+](=O)[O-])cn1-c1ccc(N)cc1	-3	1.1	1.1	-8	-4	-14	1	8	-3
CN(C)CCCNC(=O)N1c2ccccc2Sc2ccccc21	5	0.99	0.96	4	1	1	1	10	-5
CCCCn1c(=O)c(C(=O)OCC)c(O)c2ccccc21	1	1	0.98	2	-1	-2	0	22	-2

Molecules listed so far with an aryl methoxy group:
SMILES	APOBEC3A inh	mIAP activ	hIAP act	hIAP inh	MIN6 prolif	mIAP block	SENP1 inh	NALP3 yeast inh	APOBEC3G inh
COc1ccc(CC2NCCC3=CC(=O)CCC32)cc1O (stereo not given)	4	1	0.99	1	1	-1	-83	-2	-9
COc1ccc(NC(=O)C2CCCN2S(=O)(=O)c2ccc(Cl)cc2)cc1 (stereo not given)	1	1	0.8	20	2	-2	-1	15	-4
COc1ccc(CNC(=O)c2csc(Cc3ccc(OC)cc3)n2)cc1	-4	1.1	0.86	14	-2	-8	3	25	-7
COc1ccc(OCC(O)Cn2c(Br)nc3c2c(=O)[nH]c(=O)n3C)cc1 (stereo not given)	-3	1	1.1	-12	2	-3	-10	-17	-4
COc1ccc(S(=O)(=O)Nc2ccc(S(=O)(=O)NCC3CCCO3)cc2)cc1 (stereo not given)	-2	0.96	1.1	-6	-1	4	0	14	-9
COc1ccc(NC(=O)C(NC(=O)CNC(C)=O)c2ccc(C)cc2)cc1 (stereo not given)	1	0.93	1	-2	1	7	1	15	1
COc1ccc(NC(=O)C2CC(=O)N(c3cccc(C)c3C)C2)cc1 (stereo not given)	-1	0.91	1.2	-21	-2	9	2	0	-3
COc1ccc(Cn2nnc(C(=O)Nc3ccc4c(c3)OCCO4)c2N)cc1Br	0	0.99	1.1	-14	-3	1	1	27	3
CCN1C(=O)[C@@H]2[C@@H](c3ccc(-c4ccc(F)cc4)c(OC)c3)N3CCCC[C@@]3(C(=O)OC)[C@@H]2C1=O	0	1	1.2	-15	-7	-5	-5	16	-8
COc1cc(NC(=O)c2cccs2)c(OC)cc1NC(=O)Cc1ccccc1	2	0.92	0.95	5	0	8	-4	16	0
COc1ccc(-n2c(Cc3cc(=O)[nH]c(=O)[nH]3)nnc2SCc2ccccc2)cc1	-1	0.95	0.85	15	-2	4	3	-3	-7
COc1ccc(CNC(=O)CC(C)CC2=NS(=O)(=O)c3ccccc3N2)cc1 (stereo not given)	1	1.1	0.98	2	-2	-6	2	7	2
COc1ccc(CNC(=O)CSCc2cnn(-c3ccccc3)c2-n2cccc2)cc1	-5	1	1.1	-15	-2	-5	0	-8	-10
